Bioassay records from PubChem BioAssay.
Myeloid diff 2 = myeloid differentiation induction; ER-HoxA9 myeloid progenitors, lysozyme-GFP differentiation, flow cytometry; calls only at 10 µM; 360,000 compounds, 1% hits; AID 624256;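 active = normalized GFP-positive differentiation at or above the plate's own cutoff, the solvent-only control mean plus 3 SD; inconclusive = no clear call, values can overlap the other calls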;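 note: cells exposed to compound for four days before flow analysis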
NTR1 agonist = NTR1-driven beta-arrestin-GFP spot formation – imaging, U2OS cells, high content, primary screen (AID 493036); activation, % at 20 µM; 330,000 compounds, 0.17% hits; agonist mode;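 active = activation at or above 40% of the spot to cytoplasm intensity ratio, with at least 20 cells analyzed; inconclusive = wells under 20 cells, flagged as cytotoxic or low count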;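 note: 0% = DMSO without peptide and 100% = 100 nM NTR1 peptide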
Target sequence (P30989 whole entry, looked up): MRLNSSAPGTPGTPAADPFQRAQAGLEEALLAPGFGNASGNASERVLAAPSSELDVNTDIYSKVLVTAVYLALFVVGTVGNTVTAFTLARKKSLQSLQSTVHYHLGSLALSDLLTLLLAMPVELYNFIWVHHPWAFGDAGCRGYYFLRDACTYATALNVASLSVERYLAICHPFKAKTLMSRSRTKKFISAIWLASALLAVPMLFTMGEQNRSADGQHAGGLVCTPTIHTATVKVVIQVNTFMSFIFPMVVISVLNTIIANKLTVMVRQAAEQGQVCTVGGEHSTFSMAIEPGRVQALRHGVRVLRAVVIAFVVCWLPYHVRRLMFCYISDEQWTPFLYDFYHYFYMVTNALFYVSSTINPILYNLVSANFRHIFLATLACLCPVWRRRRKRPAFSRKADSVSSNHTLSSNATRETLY
Rac1 GTP hydrolysis = MgcRacGAP GTPase-activating activity inhibitors, confirmation, biochemical, ADP Hunter fluorescence; MgcRacGAP-stimulated Rac1 GTP hydrolysis, ADP Hunter fluorescence; higher % means a stronger effect; GST-tagged Rac1 F28L mutant substrate; one-dose inhibition, % at 30 µM; IC50 in µM for titrated hits; 340,000 compounds, 0.6% hits; AID 624330;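 active = first-screen hits whose inhibition reached a set limit at any dose in the follow-up dose series; inconclusive = inhibition above the set first-screen limit but never retested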;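 note: fluorescence reports GDP produced by GAP-driven GTP hydrolysis; strong numbers were not always called active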
NTR1 agonist cell count 20 µM = second read-out of NTR1 agonist, no call of its own (marks repeat the call); cell count; measured here: cell count, cytotoxicity flag
Myeloid diff 2 GFP+ MAC1+ % = second read-out of Myeloid diff 2, no call of its own (marks repeat the call); GFP+ MAC1+ double positive, %; measured here: differentiation confirmed by MAC1 staining
Numbers without * were called inactive; i = inactive; ? = inconclusive; . = not tested or not shown.

Screens in order – Myeloid diff 2, Myeloid diff 2 GFP+ MAC1+ %, NTR1 agonist, NTR1 agonist cell count 20 µM, Rac1 GTP hydrolysis
CCN(CC(=O)NCc1cccs1)CC(=O)Nc1ccc(C(N)=O)cc1
→ i, 0.0, 0.3, 63, 5%
COc1ccc(C(=O)c2c3ccc(OC)cc3[n+]([O-])n2CCCC(N)=O)cc1
→ i, 1.1, -1.3, 54, 8%
N#Cc1ccccc1S(=O)(=O)N1CCN(C(=O)CN2CCCSc3ccccc32)CC1
→ i, 0.4, -0.2, 44, 7%
O=C(CNc1cccc(F)c1)Nc1cccc(S(=O)(=O)N2CCCCC2)c1
→ i, 0.8, 2.6, 57, 4%
Cc1ccc(COn2nnc3ccc(S(=O)(=O)N4CCOCC4)cc32)cc1
→ i, 0.9, 3.7, 64, 2%
COc1ccc(-c2nc3cnccn3c2NCc2ccccc2)cc1SC1CCCCC1
→ i, 0.3, 1.9, 98, 10%
COc1ccc(C(C)(C)C)cc1NC(=O)CCc1c(C)noc1C
→ i, 0.7, 1.5, 75, 9%
CCCCn1c(SCC(=O)Nc2ccc3c(c2)OCCO3)nnc1C(CC)N(C)C (stereo not drawn)
→ i, 0.6, 0.5, 58, 2%
C=CC[C@@H](CC(=O)N[C@@H](CO)Cc1ccccc1)C(=O)N[C@@H](COC(=O)[C@@H](CC=C)Cc1ccc(F)cc1)Cc1c[nH]c2ccccc12
→ i, 0.2, 3.7, 55, 6%
C[C@H](CO)N1C[C@H](C)[C@@H](CN(C)C(=O)Nc2ccc3c(c2)OCO3)Oc2ccc(NS(=O)(=O)c3cn(C)cn3)cc2C1=O
→ i, 0.6, -1.4, 53, 12%
CCOc1ccccc1N1CC(C(=O)N(CC)C2CCS(=O)(=O)C2)CC1=O (stereo not drawn)
→ i, 0.7, -1.5, 50, -2%
CC(=O)c1ccc(S(=O)(=O)N2CCC(C(=O)Nc3ncc(C)s3)CC2)cc1
→ i, 0.8, 0.6, 54, -3%
O=C(CNC(=O)c1ccc2ccccc2c1)Nc1ncccc1O
→ i, 0.7, 0.1, 58, -1%
Cc1ccc(-n2ncc3c(=O)n(CC(=O)N4CCN(C(=O)c5ccco5)CC4)cnc32)cc1
→ i, 0.7, -1.0, 91, 3%
C[C@H]1CCC(=O)N([C@H](CSc2ccc(Br)cc2)Cc2ccccc2)CC1
→ i, 1.5, 2.1, 48, 3%
CN(c1ccccc1)c1cc(Br)nc(Br)c1
→ i, 0.3, 0.6, 39, 9%
O=C(c1cncc(Br)c1)N1CCN(S(=O)(=O)c2ccc3ccccc3c2)CC1
→ i, 0.9, -1.1, 49, 3%
CN(C)C(CNC(=O)CN1C(=O)NC2(CCCC2)C1=O)c1ccccc1 (stereo not drawn)
→ i, 0.3, -0.8, 65, 1%
Cc1ccc(S(=O)(=O)N2CCC(C(=O)NCc3ccccc3CN3CCCC3)CC2)cc1
→ i, 1.6, 4.2, 52, 5%
C[C@H](CO)N1C[C@H](C)[C@@H](CN(C)CC2CCCCC2)Oc2c(NS(=O)(=O)c3cn(C)cn3)cccc2C1=O
→ i, 0.7, -2.9, 50, 0%
CCN(C[C@H]1N[C@@](Cc2ccccc2)(C(=O)OC)[C@H]2C(=O)N(C)C(=O)[C@@H]12)S(=O)(=O)c1ccc(-c2ccccc2)cc1
→ i, 3.9, -0.3, 47, 3%
C/C=C/c1ccc(OCC(=O)NNC(=O)CN(C)S(=O)(=O)c2ccc(C)cc2)c(OC)c1
→ i, 0.3, 0.4, 63, 5%
CC(=O)c1ccc(N2CCN(CC(=O)NC(=O)NCc3ccccc3)CC2)cc1
→ i, 0.5, 1.4, 34, 7%
C[C@H](CO)N1C[C@H](C)[C@@H](CN(C)S(=O)(=O)c2cccs2)Oc2c(NC(=O)Nc3ccccc3)cccc2C1=O
→ i, 4.4, -1.1, 42, 8%
Cc1ccc(NC(=O)CN(C)C(=O)COC(=O)[C@@H](NC(=O)c2ccccc2F)C(C)C)cc1
→ i, 0.3, -1.1, 51, 8%
CCN(C(=O)COC(=O)CCCOc1ccccc1)c1c(N)n(Cc2ccccc2)c(=O)[nH]c1=O
→ i, 0.9, -0.3, 45, -3%
Cc1ccc(N2CC(C(=O)NNC(=O)c3ccc(F)cc3)CC2=O)cc1 (stereo not drawn)
→ i, 1.1, -1.5, 52, -5%
CNC(=O)c1ccc(NC(=O)c2cc(S(=O)(=O)N3CCOCC3)ccc2N2CCCC2)cc1
→ i, 0.4, 0.3, 73, 1%
CC(c1ccccc1)N1CC(C(=O)N2CCN(Cc3ccc(C#N)cc3)CC2)CC1=O (stereo not drawn)
→ i, 0.6, 0.2, 58, 11%
CCC1(CC)NC(=O)N(CC(=O)OCC(=O)Nc2ccccc2OC(F)F)C1=O
→ i, 0.5, -0.9, 104, 11%

The list goes on, starting with the last five of the part before.
Screens in order – Myeloid diff 2, Myeloid diff 2 GFP+ MAC1+ %, NTR1 agonist, NTR1 agonist cell count 20 µM, Rac1 GTP hydrolysis
CCN(C(=O)COC(=O)CCCOc1ccccc1)c1c(N)n(Cc2ccccc2)c(=O)[nH]c1=O
→ i, 0.9, -0.3, 45, -3%
Cc1ccc(N2CC(C(=O)NNC(=O)c3ccc(F)cc3)CC2=O)cc1 (stereo not drawn)
→ i, 1.1, -1.5, 52, -5%
CNC(=O)c1ccc(NC(=O)c2cc(S(=O)(=O)N3CCOCC3)ccc2N2CCCC2)cc1
→ i, 0.4, 0.3, 73, 1%
CC(c1ccccc1)N1CC(C(=O)N2CCN(Cc3ccc(C#N)cc3)CC2)CC1=O (stereo not drawn)
→ i, 0.6, 0.2, 58, 11%
CCC1(CC)NC(=O)N(CC(=O)OCC(=O)Nc2ccccc2OC(F)F)C1=O
→ i, 0.5, -0.9, 104, 11%
CCCCN(C(=O)COC(=O)c1nc2nccc(C)n2n1)C1CCS(=O)(=O)C1 (stereo not drawn)
→ i, 0.7, -1.5, 60, 7%
CCc1ccccc1NC(=O)C1=CN2CCS(=O)(=O)N=C2C=C1
→ i, 1.1, 0.2, 61, 6%
Cc1cccc(C)c1NC(=O)CNC(=O)c1c(-c2ccccc2)noc1C
→ i, 0.7, 1.1, 48, 6%
Cc1ccc(F)cc1NC(=O)/C=C/c1ccc(S(=O)(=O)N2CCOCC2)cc1
→ i, 0.6, 0.8, 66, 6%
O=C(CN1CCOCC1)Nc1cccc([N+](=O)[O-])c1
→ i, 0.9, 0.5, 44, 0%
CC(C)CCNC(=O)C1CC(c2ccccc2[N+](=O)[O-])=NO1 (stereo not drawn)
→ i, 3.5, -1.3, 90, 5%
CC(=O)c1ccccc1NC(=O)c1cc(S(=O)(=O)N2CCOCC2)ccc1N1CCCC1
→ i, 0.4, 0.9, 64, 10%
Cc1noc(C)c1-c1ccc2ncnc(NCC3CCCCN3C)c2c1 (stereo not drawn)
→ i, 1.1, 0.0, 56, 7%
CCN1C(=O)[C@H]2[C@H]3CN=C(SCc4ccc(OC)cc4)N3[C@@](CC)(C(=O)OC)[C@H]2C1=O
→ i, 1.1, -1.3, 56, 7%
Cc1ccc(S(=O)(=O)N2CCN(C(=O)CCC(=O)Nc3ccc(F)cc3F)CC2)cc1
→ i, 0.6, -1.3, 62, 6%
CCOC(=O)[C@@H]1[C@H]2COc3ccccc3[C@@H]2N2C(=O)N(c3ccc(C)cc3)C(=O)[C@@]12C
→ i, 0.9, -1.6, 54, 5%
COc1ccc(Br)cc1CN(C)C(=O)C1CC(=O)N(C2CCCC2)C1 (stereo not drawn)
→ i, 1.5, 0.5, 46, 2%
Cc1ccc(NC(=O)CN(C)C(=O)COC(=O)c2oc3ccccc3c2C)cc1
→ i, 1.4, 5.4, 68, 4%
CCCCCCSc1ccc([C@@H]2[C@@H]3C(=O)N(C)C(=O)[C@@H]3[C@]3(C(=O)OC)CCCCN23)cc1
→ i, 1.9, 8.9, 50, -6%
Cc1nccn1C(c1ccccc1)c1ccccc1
→ i, 0.4, -0.1, 52, ?
Cc1ccc(S(=O)(=O)N2CCN(CC(=O)Nc3ccccc3C(=O)NC3CC3)CC2)cc1
→ i, 0.2, 1.7, 69, 2%
C=CC[C@H](CC(=O)N(CCO)Cc1ccccc1)C(=O)NC[C@H](OC(=O)[C@@H](CC=C)Cc1ccc(F)cc1)c1ccccc1
→ ?, ., 19, 56, 8%
O=c1cc(CO)oc(C(Nc2ccccn2)c2ccccc2F)c1O (stereo not drawn)
→ i, 3.0, -2.3, 61, -5%
COc1ccccc1NS(=O)(=O)c1cc(NC(=O)c2cccnc2)ccc1N1CCCCC1
→ i, 0.6, 3.9, 53, 0%
O=C(NCCc1ccccc1)c1cccc2c1C(=O)c1ccc(N3CCOCC3)cc1S2(=O)=O
→ i, 0.8, -1.9, 53, 7%
N#Cc1ccc(OCC(=O)OCC(=O)c2ccccc2)cc1
→ i, 0.9, -0.4, 81, 1%
CCN(CC)C(=O)c1[nH]cnc1C(=O)Nc1ccc(C)cc1
→ i, 1.7, -0.2, 48, 8%
O=C(COC(=O)c1ccc(Cl)c(S(=O)(=O)NCc2ccccc2)c1)NC1CC1
→ i, 1.1, -0.2, 70, 2%
Cc1cc(C(C)(C)C)c(OC(=O)[C@@H]2OC(c3ccccc3)=C[C@H]2c2ccccc2)c(C(C)(C)C)c1
→ i, 1.5, 0.5, 63, 7%
Cc1ccc(C(=O)OC(C)C(=O)Nc2ccc(Cl)cn2)s1 (stereo not drawn)
→ i, 0.5, -1.8, 87, 3%
O=C1COc2ccc(C(=O)COC(=O)/C=C/c3ccco3)cc2N1
→ i, 1.0, -2.5, 87, 8%
CN(CC(=O)Nc1ccccc1Br)CC(=O)Nc1ccccc1-c1ccccc1
→ i, 1.0, 1.8, 49, 3%
CCCOc1ccc(/C(O)=C2/C(=O)C(=O)N(CCN(C)C)C2c2ccncc2)cc1 (stereo not drawn)
→ i, 0.5, 1.1, 51, 0%
CSc1ccc(C2=CC(=O)C[C@H](c3ccc(Cl)cc3)C2)cc1
→ i, 1.0, 5.1, 57, 6%
CCOC(=O)C1Nc2ccc(OC(F)(F)F)cc2C2C=CCC12 (stereo not drawn)
→ i, 0.6, -0.4, 86, 8%

Next section.
Screens in order – Myeloid diff 2, Myeloid diff 2 GFP+ MAC1+ %, NTR1 agonist, NTR1 agonist cell count 20 µM, Rac1 GTP hydrolysis
O=C1C=C(/C=C/c2ccccc2)C[C@@H](c2ccc(F)cc2)C1
→ i, 1.3, 2.8, 65, 3%
Cc1noc(C)c1COc1ccc(C(=O)NNC(=O)c2ccccc2F)cc1
→ ?, ., -2.2, 55, 5%
O=C(NNC(=O)c1cccc(S(=O)(=O)Nc2ccc(Cl)cc2)c1)c1ccc(=O)[nH]c1
→ i, 0.4, -0.7, 89, 1%
O=C(N/N=C/c1ccc(F)cc1)c1ccc(-n2cnnn2)cc1
→ i, 0.2, -2.0, 60, -4%
Cc1ccsc1C(=O)NNC(=O)c1ccccc1F
→ i, 1.2, 1.3, 58, 5%
COc1ccc(NS(=O)(=O)c2cc(C(=O)N3CCC3)ccc2C)cc1
→ i, 1.3, -0.5, 62, 5%
O=C(OCC(=O)N1CCCCCC1)c1ccc(Cl)nc1
→ i, 0.5, 0.0, 69, 4%
CC(=O)Nc1ccc(C(=O)OCC(=O)Nc2c(C)n(C)n(-c3ccccc3)c2=O)cc1
→ i, 0.7, 0.1, 57, 4%
Cc1cc(C)cc(OCC(O)CN2CCC(CN3C(=O)c4cccc5cccc(c45)C3=O)CC2)c1 (stereo not drawn)
→ ?, ., 48*, 60*, 5%
CCN(C(=O)CSc1nnc(SC)s1)c1c(N)n(Cc2ccccc2)c(=O)[nH]c1=O
→ i, 0.4, 1.5, 64, 4%
COc1ccccc1NC(=O)COC(=O)c1[nH]c(=O)[nH]c(=O)c1N
→ i, 0.7, -1.3, 65, -1%
Cc1ccc(NS(=O)(=O)c2ccc(NC(=O)c3ccccc3C(=O)O)cc2)c(C)c1
→ i, 0.4, 2.4, 60, 5%
CC(C(=O)NCC1CCCCC1)N1CCN(S(=O)(=O)c2cccs2)CC1 (stereo not drawn)
→ i, 1.4, 1.3, 70, 5%
CCc1ccc(NC(=O)C(C)Sc2nnc(CN3CCCC3)o2)cc1 (stereo not drawn)
→ i, 0.2, -0.9, 73, 5%
O=C(NCCCN1CCCC1=O)C1CCN(S(=O)(=O)c2ccc(F)cc2)CC1
→ i, 0.2, 1.6, 71, 3%
C[C@H](CO)N1C[C@H](C)[C@@H](CN(C)Cc2ccccc2)Oc2c(NS(=O)(=O)c3ccccc3)cccc2C1=O
→ i, 1.0, -1.1, 51, 2%
COc1cc(CC(=O)OCC(=O)Nc2ccc(N(C)C)cc2)cc(OC)c1OC
→ i, 0.4, 0.8, 46, 53µM*
CC[C@]12c3[nH]c4ccc(Cl)cc4c3CCN1C(=O)[C@@H](CC(=O)NCCCn1ccnc1)C[C@@H]2C(=O)N1CCN(C(=O)C2CC2)CC1
→ i, 1.1, -1.3, 52, 2%
CCc1ccc(N2CC(C(=O)OCC(=O)Nc3ccc([N+](=O)[O-])cc3)CC2=O)cc1 (stereo not drawn)
→ i, 0.4, 4.4, 60, 2%
CN1C(=O)c2oc3ccccc3c(=O)c2C1c1cccnc1 (stereo not drawn)
→ i, 0.3, 2.0, 49, 3%
COc1ccc(NC(=O)COC(=O)c2cc(Cl)ccc2O)cc1S(=O)(=O)N1CCCCC1
→ i, 0.4, -1.9, 57, -1%

Only part of the results is shown (hit frequency here may not be typical).
